Compound activity: PubChem, National Center for Advancing Translational Sciences (NCATS)
RGS4 inh: inhibitors of human regulator of G protein signaling 4 | Potency, µM (highest dose often 114 µM), for the others: at the highest dose activity change, negative = inhibition, most hits filed as inhibitors | Transcreener GDP fluorescence polarization, RGS4-accelerated GTP hydrolysis | hit rate 0.039% among 390,000 | P49798; also: potency is read from the fitted curve at half-maximal effect; % is scaled to controls: 0 for no effect and ±100 for the full control effect; nearly all actives have a fitted effect of over 75% in size; some results filed as inactive show a strong effect at the top dose
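MLSMR compounds (23 nl, pin-transferred) preincubated 10 min at room temperature with a 500nM (2x) first reagent, then RGS4 at 900nM (2x) plus Transcreener GDP mix added; fluorescence polarization (620/688 nm) read before and after 90 min at 30 °C.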
JMJD2A Tudor inh: inhibitors of human JMJD2A Tudor domain. Potency, µM (highest dose often 114 µM), inactives show top-dose activity change, negative = inhibition, hits mostly inhibitors. AID 504339. AlphaScreen JMJD2A-Tudor / H3K4me3 peptide binding. hit rate 4.4% among 390,000; also: potency is read from the fitted curve at half-maximal effect; % is scaled to controls: 0 for no effect and ±100 for the full control effect; nearly all actives have a fitted effect of over 50% in size
HP1b chromo inh: inhibitors of HP1-beta chromodomain binding to methylated histone tails | P83916 | AlphaScreen HP1-beta / biotin-H3K9me3 peptide binding | Potency, µM (highest dose often 114 µM), inactives show at the highest dose activity change, negative = inhibition, hits mostly inhibitors | hit rate 0.56% among 390,000; also: potency is read from the fitted curve at half-maximal effect; nearly all actives have a fitted effect of over 70% in size; inactives centre near 23
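AlphaScreen: HP1-beta (50 nM) preformed 30 min with biotin-H3(1-18)K9me3 peptide (50 nM) in PBS pH 7.4, 0.01% Tween-20. Compound added for 30 min at RT, then streptavidin donor/nickel chelate acceptor beads (10 ug/mL) for 30 min.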
BAZ2B block: BAZ2B (human) inhibition. Q9UIF8. AlphaScreen BAZ2B-H3K14Ac peptide displacement. Potency, µM (doses to about 114 µM), without a hit: at the highest dose activity change, negative = inhibition, most hits filed as inhibitors. hit rate 4.4% among 360,000. AID 504333; also: potency is read from the fitted curve at half-maximal effect; % is scaled to controls: 0 for no effect and ±100 for the full control effect; nearly all actives have a fitted effect of over 60% in size
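AlphaScreen displacement of biotin-H3(5-23)K14Ac peptide (50 nM final) from BAZ2B (50 nM final) in PBS pH 7.4, 0.01% Tween-20; complex preformed 30 min RT, then compounds (top 110 uM) 30 min RT, beads 20 min dark.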
GLS inh: glutaminase GLS (human) inhibition | O94925 | GLS enzymatic activity, qHTS titration | Potency, µM (series often up to 45.5 µM), without a hit: at the highest dose activity change, negative = inhibition, hits mostly inhibitors | hit rate 0.21% among 410,000 | AID 624170; also: potency is read from the fitted curve at half-maximal effect; % is scaled to controls: 0 for no effect and ±100 for the full control effect
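Enzyme dispensed in phosphate buffer (45 mM, pH 8.2, 0.02% Tween-20), compounds pinned in, then 1 mM L-glutamine solution and the glutamate oxidase–HRP–Amplex Red mix added; fluorescence read immediately and again after 30 min at room temperature.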
PI4K2A block: blocks human PI4K2A kinase activity; activity change, negative = inhibition, % at 76.9 µM; hit rate 0.13% among 420,000; purified PI4K2A, ADP-Glo luminescence, 1 h; hits give low values; Q9BTU6; in the data active = activity change below about -50%; inconclusive = mostly about -30% to -49%;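 also: -100% = wells without enzyme as full effect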
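ADP-Glo luminescence measured ADP generated by PI4K2A enzyme (4 ug/mL before mixing) with 1.2 mM PI substrate (pre-mix) and 300 microM ATP (pre-mix). Tris pH7.5 buffer with MgCl2, Triton X-100; 1 h reaction at ambient temperature.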
G9a block: inhibitors of human histone lysine methyltransferase G9a; Q96KQ7; G9a H3K9 monomethylation, AlphaScreen, 2 h; Potency, µM (doses to about 102 µM), inactives show at the highest dose activity, negative = inhibition, most hits filed as inhibitors; hit rate 8.8% among 350,000; also: potency is read from the fitted curve at half-maximal effect; % is scaled to controls: 0 for no effect and ±100 for the full control effect; nearly all actives have a fitted effect of over 75% in size
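Signal arises when biotinylated H3K9 peptide, once monomethylated, bridges streptavidin donor and antibody-captured acceptor beads. Enzyme at 20 nM was preincubated 15 min with test compounds; peptide 500 nM and SAM 20 uM then reacted for 2 h.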
ALOX12 inh: ALOX12 (human) lipoxygenase inhibition; P18054; purified 12hLO, xylenol orange hydroperoxide absorbance; Potency, µM (highest dose often 108 µM), for the others: at the highest dose activity change, negative = inhibition, usual class: inhibitors; hit rate 1.1% among 580,000; AID 1671190; also: potency is read from the fitted curve at half-maximal effect; % is scaled to controls: 0 for no effect and ±100 for the full control effect
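Purified human 12hLO (150 nM final) in 25 mM Hepes, 0.01% Triton X-100, pH 7.0 was preincubated 15 min at room temperature with compound. Then 40 uM arachidonic acid was added, 30 min. Hydroperoxide was read by Fe-XO absorbance ratio 573/405 nm.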
ERG-DNA inh: blocks human ERG Ets domain binding to DNA | P11308 | fluorescence polarization, His-ERG Ets domain / labelled DNA | Potency, µM (series often up to 76.9 µM), for inactives: at the highest dose FP activity, negative = inhibition, most hits filed as inhibitors | hit rate 0.028% among 370,000; active = well fitted inhibition curve with a large enough effect in the polarisation, with a control signal flat; inconclusive = small, poorly fitted or top-dose-only effect, or effect the other way, or a change in a side signal; inactive = no such curve, though single readings can be large or run the other way; the % refers to the polarisation;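 also: polarization taken with two DNA probes labelled with fluorescein and Texas red; potency is read from the fitted curve at half-maximal effect; % of control where 0% means no effect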
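His-tagged ERG Ets domain (1 uM in the protein solution; 300mM KCl, 50mM Tris-HCl, 1mM EDTA, 1mM DTT, pH 7.5) received compound, then a probe mix of 5 nM fluorescein-DNA and 100nM Texas-615-DNA. Fluorescence polarization was read for both dyes.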
Active calls of the source: *; ? = inconclusive; . = no result given; & = joins results of further samples; [ ] = dose if it differs, or a comment. Unless noted, calls follow the shape of the dose curve; as a rule, active = well fitted curve in the direction sought with a large enough effect; inconclusive = small, poorly fitted or top-dose-only effect, or another doubt; inactive = no such curve, though single readings can be large; an effect the other way counts as inactive or inconclusive.

SMILES	JMJD2A Tudor inh	ERG-DNA inh	HP1b chromo inh	BAZ2B block	PI4K2A block	GLS inh	G9a block	RGS4 inh	ALOX12 inh
Fc1cccc(-n2ncc(-c3nnnn3-c3ccccc3)c2C(F)(F)F)c1	1%	5%	58%[activator]	16%	8	7%	9%[59 µM]	-35%	7%
CCC(Sc1nccn1C)C(=O)Nc1cccc2ccccc12 (stereo unspecified)	-9%	11%	5%	-9%	0	6%	-12%[59 µM]	46%	-1%
CCC(CC)C(=O)Nc1nnc(-c2cccs2)s1	-12%	-11%	-13%	5%	3	8%	16µM*	-50%	-9%[57.4 µM]
Cc1ccnc(NC(=O)CCC(=O)N(CC(=O)NCc2ccccc2)c2ccc3c(c2)OCO3)c1	-23%[11.4 µM]	-7%	-14%	0%	-4	?	-17%[59 µM]	-51%[11.4 µM]	13%
COc1ccccc1-c1nc(SCC(=O)Nc2ccc(C)c(C)c2)n[nH]1	-18%	-6%	38%	1%	1	-12%	-34%[59 µM]	-48%	-4%
COc1ccc(C(=O)O/N=C(\N)c2cccc(C)c2)cc1OC	9%	-5%	43%[activator]	7%	10	-5%	-5%[12.7 µM]	-6%	16%
Cc1ccc[n+](CC(=O)Nc2cccc(Cl)c2)c1	0%	2%	40%[activator]	13%	-6	-4%	.	-34%	13%
COc1ccccc1N(C)S(=O)(=O)c1ccc(C(=O)OCC(N)=O)cc1	0%[11.4 µM]	-5%	54%[activator]	-6%	-17	2%	1%	-18%	1%
O=C(Nc1ccc2c(c1)OCO2)C(c1ccccc1)N1CCC2(CC1)OCCO2 (stereo unspecified)	-15%	2%	5%	5%	7	-5%	7%[12.7 µM]	0%	-25%
COc1cc(C(=O)N/N=C/c2ccc(OC)c(CN3CCN(c4ccc(F)cc4)CC3)c2)ccc1O	45µM*	6%	-14%	-70%	8	4%	?	-14%[56.9 µM]	-4%
COc1ccc(OC)c(-c2nnc(SCC(=O)N3CCCc4ccccc43)o2)c1	-9%	-5%	8%	14%	9	11%	30%	19%	0%
CCOc1ccc(/C=C/C(=O)c2cc(Br)ccc(=O)c2O)cc1	50µM*	10%	-55%	45µM*	-6	4%	7.9µM*	?	28µM*
O=C(NCc1ccc2c(c1)OCO2)c1ccc(COc2cc(Cl)ccc2Cl)o1	-23%	-8%	5%	-24%	-7	1%	-36%[59 µM]	?	-20%
CCOc1ccc(NC(=O)CN2C(=O)C3(SCC(=O)N3c3ccc(F)cc3)c3ccccc32)cc1 (stereo unspecified)	-20%	1%	24%	0%[57.1 µM]	-3	1%	-31%[59 µM]	-11%	-10%
Cc1cccc(C(=O)NCc2cn3cccc(C)c3n2)c1	-19%	2%	63%[activator]	3%	11	-7%	?	-30%	-18%
Cc1coc2cc3oc(=O)c(CCC(=O)NCc4ccccc4Cl)c(C)c3cc12	-18%	1%	17%	-2%	1	3%	-5%[59 µM]	12%	-16%
CCC(=O)Nc1ccccc1C(=O)N1CCCC1	-11%	14%	13%	5%	-8	-4%	-18%[59 µM]	-15%	0%
Cc1nn(CC(=O)c2ccc(Cl)cc2Cl)c(C)[n+]1N	2%	1%	42%[activator]	-3%	-2	-2%	0%[59 µM]	24%	15%
CC1CCC2C(=O)N(c3ccc(C(=O)NCc4ccccc4)cc3)C(=O)C2C1 (stereo unspecified)	-14%[57.1 µM]	0%	44%[activator]	0%	-3	8%	11%[59 µM]	1%	-18%
Cc1ccc(C)c(OCc2cc(C(=O)N3CCN(C(=O)c4ccco4)CC3)no2)c1	-26%	-14%	11%	-31%	2	6%	.	24%	-7%
C=CCC(O)(CCN1CCCCC1)c1ccccc1 (stereo unspecified)	-2%	5%	16%	-2%	9	10%	-24%[59 µM]	-14%	-3%
CN(C)CCC(C(=O)c1ccccc1)c1ccncc1 (stereo unspecified)	-1%	0%	23%	.	-4	-8%	.	-19%	-3%
CCOc1ccc(-n2c(=O)[nH]cc(C(=O)N3CCCc4ccccc43)c2=O)cc1	-1%	-2%	47%[activator]	2%	1	-14%	.	-5%	0%
O=[N+]([O-])c1cccnc1N1CCOCC1	-17%	-1%	25%	-3%	-1	5%	.	-11%	0%
COc1ccc(C2C(C(C)=O)=C(O)C(=O)N2c2nc3ccccc3s2)cc1OC (stereo unspecified)	?	7%	41%[activator]	-29%	5	13%	50µM*	-11%	45µM*
COc1ccccc1Cn1c(=S)[nH]c2cc(C(=O)NCCN(C)C)ccc2c1=O	-19%	3%	15%	-14%	-2	10µM*	45µM*	-2%	0%
CN(C)C(CNC(=O)CCc1nc2cc(Cl)ccc2n(Cc2ccccc2)c1=O)c1ccccc1 (stereo unspecified)	?	12%	-8%	-36%	0	3%	?	-21%	10%
Fc1ccc(CSc2nnc(-c3cccnc3)n2Cc2ccco2)cc1	-18%	-4%	9%	4%	-1	-7%	50µM*	-8%	0%
O=C(c1cc2ccccc2oc1=O)N1CCN(c2ccc(N3CCOCC3)nn2)CC1	-16%	-9%	28%	5%	3	-2%	-49%[59 µM]	-5%	?
Oc1ccc(Br)cc1CNc1nccs1	-25%	2%	13%	-9%	0	7%	15%	-1%	4%
COc1ccc(C(=O)NCCNc2nc3cc(C)c(C)cc3cc2C)cc1	-30%	-4%	16%	0%	2	5%	-12%	-28%[56.9 µM]	-5%
CC1CCN(S(=O)(=O)c2cccc(-c3csc(-c4cccnc4)n3)c2)CC1	2%	6%	21%	4%	2	-2%	12%[59 µM]	-43%	15%
CCCCn1c(NCc2cccs2)nc2ccccc21	1%	0%	55%[activator]	-2%	-2	-1%	.	18%	1%
O=C(NCCCCCCCCCNC(=O)C(F)(F)F)C(F)(F)F	-5%	-9%	14%	-4%	5	3%	14%	-1%	4%
COC(=O)c1[nH]nc2c1C(=O)N(Cc1ccccc1)C2=O	12%	10%	59%[activator]	-7%	6	-27%	-12%[2.33 µM]	13%	?
O=C(Nc1nnc(-c2ccc(Cl)cc2)o1)c1cccc(N2C(=O)CCC2=O)c1	?	6%	23%	79µM*	-3	19%	60%[activator][59 µM]	-3%	4%
CCCCNC(=O)c1oc2ccc(S(=O)(=O)N3CCCC3)cc2c1C	-8%	-2%	21%	9%	6	0%	24%[59 µM]	10%	-6%
O=C(OCC(=O)N1CCOCC1)c1ccc2ccccc2c1	-10%	3%	24%	11%	2	0%	0%[59 µM]	17%	198%[activator]
Cc1ccc(CNC(=O)c2cc(=O)c3ccccc3o2)cc1	-19%	5%	-12%	-2%	10	10%	9%	-14%	-5%&-15%
COc1ccc(-c2cc(C(F)(F)F)n3nc(C(=O)Nc4cc(C(F)(F)F)ccc4Cl)cc3n2)cc1OC	-6%	-1%	60%[activator]	0%	-1	0%	36%[59 µM]	-6%	4%
COc1ccc(OC)c(C(=O)c2ccc(C(=O)N3CCN(Cc4csc(C)n4)CC3)cc2)c1	-24%	-2%	8%[57 µM]	-16%	15	1%	-11%[59 µM]	5%	-8%
CC1CCc2c(nc3ncnn3c2NCCc2ccccc2F)C1 (stereo unspecified)	-12%	4%	33%	-23%	-1	3%	-23%	-26%	-3%
CN1CCc2c(sc(/N=C/c3c[nH]c4ccccc34)c2C(N)=O)C1	?	16%	-27%	-28%	-6	?	45µM*	-13%	238%[activator]
Cc1nc(=O)cc(-c2ccccc2)n1-c1ccccc1	-4%	.	20%	17%	-5	-1%	40%	-13%	3%[57.4 µM]
COc1ccc(CN(C(=O)CSc2nnc(-c3c[nH]c4ccccc34)o2)c2ccc(F)cc2)cc1OC	-13%	-5%	16%	2%	3	-9%	-17%[59 µM]	-40%	-1%
O=C(Nc1cc(S(=O)(=O)N2CCOCC2)ccc1N1CCCC1)c1ccccc1C(F)(F)F	-3%	14%	26%	.	4	7%	.	-9%	14%
Cn1cc(Br)c(C(=O)NNC(=O)c2ccccc2)n1	?	4%	23%	3%	-5	12%	3%[59 µM]	-1%	-19%
CC(C)C(c1nnnn1C1CCCC1)N1CCC(C(N)=O)CC1 (stereo unspecified)	-4%	-10%	39%	1%	6	2%	8%	29%	-5%
CC1CCN(CCCNC(=O)CCc2nnc3n(CCc4ccccc4)c(=O)c4ccccc4n23)CC1	-8%	-14%	37%	-8%	3	2%	27%[59 µM]	47%	0%
CCN(CC)P(=O)(Nc1ccc(C)cc1Br)c1ccc(N(C)C)cc1NC(=O)c1ccco1 (stereo unspecified)	40µM*	-1%	?	?	-3	4%	40µM*	-34%	?
COc1ccc(CCNC(=O)c2ccc3c(c2)N(Cc2ccccc2Cl)C(=O)c2ccccc2S3)cc1OC	-14%	-12%	32%	0%	1	-2%	-28%[59 µM]	-11%	0%
Cc1cccc(C)c1NC(=O)CCCSc1nnc(-c2ccc(Cl)cc2)n1-c1ccccc1	-21%	0%	29%	-10%	-3	-9%	?	-12%	-12%
Cc1ccc(C)c(S(=O)(=O)N2CCC3(CC2)OCCO3)c1	0%	-2%	70%[activator]	-13%	-2	-6%	37%	-13%	6%

Only part of the results is shown (hit frequency here may not be typical).
